Screening results: PubChem BioAssay, National Center for Advancing Translational Sciences (NCATS)
MCF10A rereplic – A quantitative high throughput screen for small molecules that induce DNA re-replication in MCF 10a normal breast cells | MCF 10A DNA re-replication, Hoechst nuclear intensity, 48 h | Potency, µM (highest dose often 46.1 µM), without a hit: at the top dose activity, positive = re-replication, usual class: activators | 2.9% of 350,000 active | AID 624296, 2012; also: potency is read from the fitted curve at half-maximal effect; % of control where 0% means no effect; nearly all actives have a fitted effect of over 50% in size
KB-3-1 cytotox – qHTS assay for MDR1-selective chemotherapeutics: Primary screen using the parental adenocarcinoma cell KB-3-1; KB-3-1 viability, CellTiter-Glo ATP luminescence, 72 h; Potency, µM (top dose mostly 46.1 µM), for inactives: at the highest dose activity change, negative = cytotoxic, actives largely listed as cytotoxic; 1.4% of 400,000 active; also: potency is read from the fitted curve at half-maximal effect; % is scaled to controls: 0 for no effect and ±100 for the full control effect; nearly all actives have a fitted effect of over 60% in size
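Multi-concentration cytotoxicity screen in KB-3-1 cells grown in DMEM lacking phenol red with 10% FBS. After 72 h at 37 °C with compound, ATP-dependent luminescence was recorded.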
SW480 rereplic – A quantitative high throughput screen for small molecules that induce DNA re-replication in SW480 colon adenocarcinoma cells | SW480 DNA re-replication, Hoechst DNA content imaging, 48 h | Potency, µM (highest dose often 46.1 µM), for the others: at the top dose re-replication activation, actives largely listed as activators | 1.8% of 340,000 active | AID 624297, 2012; also: potency is read from the fitted curve at half-maximal effect; % of control where 0% means no effect; nearly all actives have a fitted effect of over 55% in size
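First, 250 cells per well were seeded. Next, compound or vehicle (23 nL) was pinned in, plates sat 48 hr at 37 C. Finally Hoechst was added for 40 min before fluorescence scanning.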
HT1080 IDH1KD tx – qHTS for induction of synthetic lethality in tumor cells producing 2HG: qHTS for the HT-1080-IDH1KD cell line; HT-1080 IDH1 knockdown viability, ATP luminescence, 48 h; Potency, µM (doses to about 46.1 µM), for inactives: at the top dose activity, negative = toxicity, most hits filed as cytotoxic; 2% of 360,000 active;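 also: potency is read from the fitted curve at half-maximal effect; 0% = DMSO wells and -100% = cell-free medium wells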
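Using the IDH1-knockdown HT-1080 line run in the same batch and compound series as the NT line, viability after 48 h at 37 °C was determined by CellTiter-Glo luminescence and expressed as % activity.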
HT1080-NT tox – qHTS for induction of synthetic lethality in tumor cells producing 2HG: qHTS for the HT-1080-NT fibrosarcoma cell line | 1.6% of 360,000 active | Potency, µM (titrated, usually from 46.1 µM), inactives show at the highest dose activity, negative = less viability, hits mostly cytotoxic | AID 686970, 2013 | HT-1080-NT fibrosarcoma viability, CellTiter-Glo ATP luminescence, 48 h;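 also: NT is the 2HG producing partner of a matched IDH1 knockdown line; potency is read from the fitted curve at half-maximal effect; 0% = DMSO-treated cells and -100% = media-only wells without cells; nearly all actives have a fitted effect of over 55% in size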
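Viability by CellTiter-Glo luminescence after 48 h compound exposure at 37C of HT-1080-NT cells (750/well, RPMI, 5% FBS). % activity scaled between DMSO wells and medium-only wells, then curve-fitted and categorized by curve class.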
WRN helicase inh – qHTS for Inhibitors of WRN Helicase; Bifunctional 3'-5' exonuclease/ATP-dependent helicase WRN (Homo sapiens), Q14191; WRN helicase unwinding, fluorescent forked duplex, kinetic; Potency, µM (doses to about 114 µM), inactives show top-dose activity change, negative = inhibition, usual class: inhibitors; 0.46% of 360,000 active; also: potency is read from the fitted curve at half-maximal effect; % is scaled to controls: 0 for no effect and ±100 for the full control effect; nearly all actives have a fitted effect of over 55% in size
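Fluorescence dequenching readout, ex 525 nm/em 598 nm, kinetic mode: forked duplex DNA (100 nM final) with adjacent fluorophore and quencher unwound by WRN (20 nM final) with 2 mM ATP. Compound preincubation 15 min, room temperature.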
ATXN2 expr inh – Primary qHTS for Inhibitors of ATXN expression | HEK-293 ATXN2-luciferase reporter, luminescence, 24 h | Potency, µM (highest dose often 57 µM), without a hit: at the highest dose activity change, negative = inhibition, hits mostly inhibitors | 0.72% of 360,000 active | AID 1745845, 2022; also: potency is read from the fitted curve at half-maximal effect; % is scaled to controls: 0 for no effect and ±100 for the full control effect; nearly all actives have a fitted effect of over 55% in size
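ATXN2-luciferase reporter cells (luciferase flanked by upstream and downstream ATXN2 gene portions) were treated 24 h at 37 °C with compounds at up to 57 uM. SteadyGlo luminescence gave expression; GF-AFC fluorescence gave viability.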
IL-1B inflam inh – qHTS for Inhibitors of Inflammasome Signaling: IL-1-beta AlphaLISA Primary Screen. THP-1 LPS/ATP IL-1B secretion, AlphaLISA, 16 h; hits give low values. activity change, % at 57.5 µM. 4.7% of 360,000 active. AID 743279, 2014; in the data active = activity change below about -50%; inconclusive = mostly about -30% to -49%; also: % is scaled to controls: 0 for no effect and ±100 for the full control effect
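THP-1 cells pretreated 1 hr with compounds (up to 57.5 uM final), then stimulated with LPS (250 ng/mL final) plus ATP (1.25 mM final); secreted IL-1B measured by AlphaLISA after 16 hr, decreased signal indicating inhibition.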
KB-V1 cytotox – qHTS assay for MDR1-selective chemotherapeutics: Primary screen using the drug-selected MDR subline cells KB-V1; KB-V1 MDR cells viability, CellTiter-Glo, 72 h; 3.4% of 400,000 active; Potency, µM (series often up to 46.1 µM), without a hit: at the highest dose activity change, negative = cytotoxicity, most hits filed as cytotoxic; AID 1347076, 2019; also: potency is read from the fitted curve at half-maximal effect; % is scaled to controls: 0 for no effect and ±100 for the full control effect; nearly all actives have a fitted effect of over 60% in size
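Compound-treated KB-V1 multidrug-resistant cells, 72 h, 37 degrees C; viability by CellTiter-Glo. Fitted qHTS curves give the values.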
* marks the source's active call; other numbers are inactive results; i = inactive; ? = inconclusive; . = no result given; & = joins results of further samples; [ ] = another dose, or the depositor's remark. Unless noted, calls follow the shape of the dose curve; as a rule, active = well fitted curve in the direction sought with a large enough effect; inconclusive = small, poorly fitted or top-dose-only effect, or another doubt; inactive = no such curve, though single readings can be large; an effect the other way counts as inactive or inconclusive.

smiles | IL-1B inflam inh | HT1080-NT tox | MCF10A rereplic | SW480 rereplic | KB-3-1 cytotox | ATXN2 expr inh | HT1080 IDH1KD tx | WRN helicase inh | KB-V1 cytotox
CCc1c(C)nc2cc(-c3cccc(Br)c3)[nH]n2c1=O | 28 | 2% | ? | ? | -5% | 8% | -4% | -27% | -11%
CCCOC(=O)c1ccc(O)c(OC)c1 | 26 | -1% | -39%[inhibitor] | 1% | 1% | -4% | 2% | -9% | 4%
Cn1c(-c2ccccc2)cnc1NCc1ccc(-c2ccccc2)cc1 | 16 | -15% | ? | 53% | -22% | -14% | -5% | 9% | -4%
O=C(CCc1nnc(-c2ccccc2)o1)NCc1cc(F)ccc1F | 6 | 1% | -2% | -2% | 15% | 39% | 8% | -2% | 20%
CCC1SC2=NCCN2C1(O)c1ccc(Cl)cc1 (stereo not given) | -5 | ? | 14% | ? | -22% | -11% | ? | -2% | -1%
COc1ccc(CCNc2ncnc3c2[nH]c2cc(OC)c(OC)cc23)cc1OC | . | ? | 18µM* | 18µM* | -9% | ? | ? | ? | 0%
O=C(Cc1ccc(-n2c(=O)c3sccc3n(CC(=O)Nc3ccccc3)c2=O)cc1)NCc1ccco1 | 102 | -3% | -1% | -4% | -1% | -7% | -3% | 6% | 25%
COc1cc(C(=O)NCCCNC(=O)c2cc(OC)c(OC)c(OC)c2)cc(OC)c1OC | 25 | 6% | -2% | -6% | 1% | -14% | 10% | 8% | -7%
c1ccc(CSc2nc3ncncc3[nH]2)cc1 | -6 | 2% | 2% | -11% | -2% | 3% | -2% | 6% | 20%
COc1ccc(C2CC(=O)c3cnc(NC(=O)c4cc(OC)cc(OC)c4)nc3C2)cc1 (stereo not given) | -9 | 11% | 16% | 0% | 23% | 2% | 25% | 5% | ?
CC(C)CCN1CCN(Cc2cc(F)ccc2-n2cccn2)CC1CCO (stereo not given) | -4 | 5% | -5% | -1% | 2% | -9% | 11% | 1% | -24%
Cc1ccc(S(=O)(=O)N2CCOCC2)cc1NC(=O)COC(=O)c1ccc(Br)cc1 | 6 | -1% | 13% | -5% | . | -5% | 0% | -23% | .
CC(=O)C1=C(O)C(=O)N(c2ccc(F)cc2)C1c1ccc(C)cc1 (stereo not given) | 14 | 0% | 2% | 1% | -2% | 25% | 2% | 7% | 9%
Cc1cc(-c2ccc(S(=O)(=O)N3CCN(c4ccccc4F)CC3)s2)on1 | 11 | 17% | ? | 1% | -2% | -7% | 1% | -7% | 8%
COCCNC(=O)C1(C)CCCN(Cc2c(C)nn(-c3ccccc3)c2C)C1 (stereo not given) | 9 | 20% | . | . | 0% | 15% | 18% | -4% | -2%
Cc1nc2ccc3[nH]snc3c2n1 | 33 | -17% | -3% | 6% | 25% | -9% | -19% | -6% | 23%
CC(CCc1ccccc1)NC(=O)CCC(=O)N1CCC(C(=O)O)CC1 (stereo not given) | 1 | 8% | -1% | -14% | 1% | . | 12% | 4% | 20%
Cc1ccc(NC(=O)/C(=C/c2cccs2)NC(=O)c2ccco2)cc1 | -5 | 6% | 1% | -3% | 2% | 3% | 7% | . | 2%
O=C(O)Cn1cc(CN2CCOCC2)c2ccccc21 | 12 | -2% | 2% | -6% | 1% | . | 0% | 2% | 14%
COc1ccc(-n2nnnc2CNC(=O)c2ccc3c(c2)OCO3)cc1 | 7 | 0% | 10% | -3% | 15% | -2% | 0% | 16% | ?
CCOc1ccc2nc(SCc3cccc(C)c3)nc(C)c2c1 | 10 | 4% | 0% | -5% | 22% | 29% | 0% | -9%[57.1 µM] | 5%
CC(=O)c1ccc(OCC(O)CN2CCN(Cc3ccc4c(c3)OCO4)CC2)cc1 (stereo not given) | 13&11 | -28%&-8% | 28%&-4% | 4%&-2% | -14%&-9% | -11%&-14% | -2%&-1% | 0%&4% | ?
O=C1N=C(N2CCOCC2)S/C1=C/c1cccs1 | -22 | 0%[9.24 µM] | -2% | -7% | -2% | 48%[activator] | 1% | -5% | 4%
CCOC(=O)c1ccc(NC(=O)CC2C(=O)N(c3ccccc3)C(=O)N2CCCOC)cc1 (stereo not given) | 18 | 16% | -4% | -9% | 4% | 6% | 0% | 8% | 2%
CNC(=O)c1c(NC(=O)C2=COCCO2)sc2c1CCCC2 | i | 1% | ? | ? | ? | 20% | -13% | -16% | ?
COc1cccc(C2N(Cc3ccccc3)C(=O)C2(F)F)c1OC (stereo not given) | 30 | 4% | -2% | -2% | -23% | -9% | 3% | -4% | 6%
O=S(=O)(c1cccc(NC(=S)N2CCN(c3ccccc3F)CC2)c1)C(F)F | 2 | -1% | -2% | -9% | -2% | . | -4% | 3% | 6%
COc1ccc([C@@H]2CC(=O)[C@@H]3CN(S(=O)(=O)c4ccc(C)cc4)[C@H](c4cccc(Cl)c4)C[C@@H]3N2S(=O)(=O)c2ccccc2)cc1 | 5 | 22% | . | . | 0% | 4% | 25% | -5% | 14%
COC(=O)c1cccc(N/C=C(\[N+](=O)[O-])S(=O)(=O)c2ccccc2)c1 | 6 | 13% | 18% | -7% | ? | -4% | 19% | 0% | ?
Cc1ccc(Cn2c(NS(=O)(=O)c3ccccc3)nc3ccccc32)cc1 | -28 | -7% | 11% | 1% | 0% | 1% | -13% | -2% | -6%
Cc1ccc2c(c1)CCCN2C(=O)CCc1nc2ccccc2c(=O)[nH]1 | 11 | 8.2µM* | ? | 8.9µM* | ? | -5% | ? | -16% | ?
CC(C)n1c(O)c(N=Nc2ccccn2)c2ccccc21 | -6 | 2% | 0% | -4% | 28% | 6% | 18% | 4% | -10%
Cc1cccc2sc(NNC(=O)c3ccc(S(=O)(=O)N4CCCC(C)C4)cc3)nc12 (stereo not given) | 135 | ? | ? | 7.3µM* | 5.2µM* | ? | 21µM* | 0% | 4%
O=C(C(=O)N1CCN(c2ccccc2)CC1)c1ccncc1 | 7 | 7% | . | . | -2% | . | 0% | 0% | -2%
O=C(NCCCN1CCCC1)c1ccc(CS(=O)(=O)c2ccc(Cl)cc2)o1 | 17 | -2% | ? | ? | 3% | . | -1% | 8% | 0%
COC(=O)Cc1n[nH]c(=S)[nH]c1=O | 9 | 9% | 2% | -3% | -3% | 0% | 27% | -17%[57.1 µM] | 0%
COc1cccc(CNC(=O)c2nnn(CC(=O)Nc3ccc(C)c(C)c3)c2N)c1 | 27 | ? | -189%[0.0737 µM] | -10% | -24% | ? | -28% | -22% | -2%
O=C(CCn1nnc2ccccc21)Nc1nnc(-c2ccccc2F)s1 | 15 | 1% | -3% | -4% | 27% | 3% | -3% | -3% | -22%
Cn1c(SCC(=O)NCC2CCCO2)nnc1-c1ccc(Cl)cc1 (stereo not given) | -12 | -4% | -1% | -5% | 4% | . | -5% | -5% | 1%
COc1nc(NC23CC4CC(CC(C4)C2)C3)nc(OC)n1 | 12 | -24% | 4% | -2% | 0% | 11% | -20% | -22% | 13%
O=C(Cc1ccccc1F)OCN1C(=O)c2ccccc2C1=O | 3 | 3% | 7% | 2% | 8% | -1% | 8% | -6% | 12%
Cc1ccc2[nH]c(=O)c(Cc3ccccc3)c(O)c2c1 | 19 | 12% | -2% | -4% | 5% | -17% | 0% | 6%[57.1 µM] | 7%
N#C/C(=C\c1cccs1)C(=O)NCc1ccccc1 | -3 | 0% | -1% | 1% | 3% | 11% | -1% | ? | -2%
O=C(/C=C/c1ccccc1)Nc1ncn[nH]1 | -108* | 11µM* | -6% | ? | 11% | ? | 7.9µM* | -24% | -1%
Cc1ccc(NC(=O)C2CCN(c3ncnc4c3nc3n4CCCCC3)CC2)nc1 | -17 | 2% | -7% | -13% | ? | . | -25% | 4% | -23%

Entries of single compounds, looked up by structure.
Listed for CC(C)n1c(O)c(N=Nc2ccccn2)c2ccccc21 = IL-1B inflam inh = -6; HT1080-NT tox = 2%; MCF10A rereplic = 0%; SW480 rereplic = -4%; KB-3-1 cytotox = 28%; ATXN2 expr inh = 6%; HT1080 IDH1KD tx = 18%; WRN helicase inh = 4%; KB-V1 cytotox = -10%
Listed for Cc1ccc2c(c1)CCCN2C(=O)CCc1nc2ccccc2c(=O)[nH]1 = IL-1B inflam inh = 11; HT1080-NT tox = 8.2µM*; MCF10A rereplic = ?; SW480 rereplic = 8.9µM*; KB-3-1 cytotox = ?; ATXN2 expr inh = -5%; HT1080 IDH1KD tx = ?; WRN helicase inh = -16%; KB-V1 cytotox = ?

Next section:
smiles | IL-1B inflam inh | HT1080-NT tox | MCF10A rereplic | SW480 rereplic | KB-3-1 cytotox | ATXN2 expr inh | HT1080 IDH1KD tx | WRN helicase inh | KB-V1 cytotox
Cc1cccc(NC(=O)c2ccc(Cl)c(S(=O)(=O)N3CCCCC3)c2)n1 | -12 | 2% | 7% | 1% | -1% | 5% | 3% | -12% | -26%
COCCN1C[C@@H](CO)O[C@@H](n2cnc3c(NC4CCC4)ncnc32)C1 | -11 | 11% | . | . | 0% | 10% | 3% | 0% | 5%
O=C(COC(=O)c1cccnc1Nc1ccccc1F)NCCN1C(=O)CSC1=O | -10 | 1% | ? | 10% | 5% | -4% | -5% | -10% | 1%
Cc1ccc(C(=O)/C=C\C(=O)c2ccc(C)cc2)cc1 | -62* | -1% | ? | ? | 5% | -10% | ? | ? | -8%
CC(=O)NC(c1ccc(F)c(F)c1)c1nc(-c2cccs2)cs1 (stereo not given) | -16 | ? | . | . | 0% | 10% | 19% | -1% | 16%
